CaV13 FRET inh: Primary screen for inhibitors of IQ motif and Ca2+-dependent inactivation inhibitor domain binding in CACNA1D, Förster resonance energy transfer in living cells, …; HEK cells, CFP/YFP FRET ICDI-IQ, plate reader, 10 min; percent FRET-ratio fall versus neutral wells; inhibition, % at 12.3 µM; 340,000 tested, 0.098% active; AID 743397;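 active means mean replicate inhibition of at least 30% and at least 1% of replicates passing that level; inconclusive means only one of the two criteria is met; inactive means neither criterion is met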;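 further: 0% = median of the neutral control wells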
H9c2 protect: cardioprotection against H2O2-induced cell death, primary screen, uHTS, H9c2 cells, ATPLite luminescence. H9c2 cardiomyocytes, H2O2 injury protection, 2 h. protection from H2O2 cell death, % at 20 µM. 360,000 tested, 0.63% active;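 active means compounds giving at least 50% protection of heart cells from peroxide-induced death in the single-dose screen, raw or plate-pattern-corrected value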;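 further: 0% = DMSO wells with peroxide and 100% = DMSO wells without peroxide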
ABHD5-PLIN5 inh: ABHD5-PLIN5 interaction inhibitors, primary screen, cell lysate, split luciferase complementation, luminescence | Split G. princeps luciferase complementation, 4 h | inhibition, % at 4 µM | Perilipin-5 (Homo sapiens) + 1-acylglycerol-3-phosphate O-acyltransferase ABHD5 (Homo … | AID 602281, 2012 | 360,000 tested, 0.78% active;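 active means inhibition above the mean inhibition across every tested compound plus 3 SD, cut at about 22% in these data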;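 further: 0% = DMSO only wells and the 100% control is not disclosed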
Target sequence (Q00G26 whole entry, looked up): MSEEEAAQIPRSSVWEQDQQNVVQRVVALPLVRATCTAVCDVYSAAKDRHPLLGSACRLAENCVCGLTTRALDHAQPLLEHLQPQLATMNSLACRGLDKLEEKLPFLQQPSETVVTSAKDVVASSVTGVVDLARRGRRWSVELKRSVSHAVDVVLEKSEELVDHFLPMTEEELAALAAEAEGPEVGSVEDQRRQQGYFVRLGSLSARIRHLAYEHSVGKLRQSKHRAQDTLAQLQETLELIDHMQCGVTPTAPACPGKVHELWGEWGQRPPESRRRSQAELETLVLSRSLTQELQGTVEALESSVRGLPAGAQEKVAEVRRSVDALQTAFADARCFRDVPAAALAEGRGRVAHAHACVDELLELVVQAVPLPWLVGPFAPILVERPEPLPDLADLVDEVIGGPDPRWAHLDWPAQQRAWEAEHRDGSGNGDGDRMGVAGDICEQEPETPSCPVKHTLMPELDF
Target sequence (Q8WTS1 whole entry, looked up): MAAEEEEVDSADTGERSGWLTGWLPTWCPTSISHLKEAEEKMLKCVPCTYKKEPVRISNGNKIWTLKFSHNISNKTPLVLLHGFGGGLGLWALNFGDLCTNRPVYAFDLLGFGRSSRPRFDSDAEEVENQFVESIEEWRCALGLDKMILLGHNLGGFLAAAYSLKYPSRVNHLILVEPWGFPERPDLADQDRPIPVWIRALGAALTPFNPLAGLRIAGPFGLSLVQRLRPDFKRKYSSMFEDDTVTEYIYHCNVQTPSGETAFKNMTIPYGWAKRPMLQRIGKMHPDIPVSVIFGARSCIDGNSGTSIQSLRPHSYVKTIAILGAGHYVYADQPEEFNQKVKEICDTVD
ABCB6 inh MLPCN: ABCB6 transporter inhibitors, primary screen, K562-ABCB6 cells, flow cytometry, MLPCN library | 360,000 tested, 0.19% active | ATP-binding cassette sub-family B member 6 (Homo sapiens), Q9NP58 | fluorescence ratio to DMSO, % at 10 µM | K562-ABCB6 porphyrin accumulation, 1 h; stronger effect = lower value;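 active means fluorescence ratio to DMSO below 75%, the collection mean minus 3 SD; inconclusive means too few cells collected in the well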;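 further: signal is porphyrin accumulated inside mitochondria; 100% equals median channel fluorescence of DMSO control wells; lower ratio means ABCB6 inhibition with less porphyrin fluorescence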
m5-HT2A agonist: mouse Htr2a agonists via beta-arrestin recruitment, primary screen, cell-based, luminescence | CHO-K1 mHTR2A beta-arrestin complementation; percent of 30 µM serotonin response | activation, % at 7.6 µM | 360,000 tested, 0.66% active | AID 624169, 2012;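 active means activation above a run cutoff, the mean activation of all tested compounds plus 3 SD, cut at about 14% in these data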;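 further: 0% = plate median of compound wells and 100% = 30 µM serotonin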
MC4R antagonist: MC4R antagonists of cAMP signaling, primary screen, cell-based, TR-FRET, antagonist arm of biased-ligand search. Melanocortin receptor 4 (Homo sapiens), P32245. MC4R-expressing cells, MTII-stimulated cAMP, LANCE TR-FRET. inhibition, % at 6.5 µM. 360,000 tested, 0.48% active. AID 540295, 2011;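 active means inhibition above its plate's cutoff, the mean of tested wells on that plate plus 3 SD, cut at about 29% in these data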;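 further: 0% = Melanotan II alone and 100% = Melanotan II plus saturating MCL0020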
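Material: U2OS-MC4R stable cell line | Reagent: Melanotan II challenge after compound preincubation | Doses: One concentration, 6.5 µM nominal | Incubation: 30-min compound preincubation, 1-h Melanotan II challenge, 1-h detection, room temperature | Signal: TR-FRET cAMP assay | Replicates: One well per compound, no replicates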
MC4R ag barr: MC4R agonists recruiting beta-arrestin, primary screen, cell-based, luminescence, agonist arm of biased-ligand search; 360,000 tested, 0.98% active; U2OS MC4R beta-arrestin complementation; percent of melanotan II response, DMSO zero; activation, % at 8.9 µM; Melanocortin receptor 4 (Homo sapiens), P32245;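 active means activation above a per-plate cutoff, the mean activation of sample wells on that plate plus 3 SD, cut at about 8% in these data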
PDI inh: inhibitors of human PDI, primary screen, biochemical, turbidity, single point, plate reader | Protein disulfide-isomerase (Homo sapiens), P07237 | PDI insulin aggregation turbidity, A650, 90 min | inhibition, % at 10 µM | 350,000 tested, 0.052% active;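 active means mean inhibition across replicates of 30% or more, whatever share of single replicates reach that level; inconclusive means mean inhibition below 30% while every single replicate reaches 30%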;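 further: absorbance from insulin aggregation driven by PDI reduction with DTT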
Glyco luc inh: increase of ERlucT glycosylation luciferase signal, primary screen, N-linked glycosylation inhibitor project, D54 ERlucT cells, luminescence, set 2. D54 ERlucT glycosylation luciferase reporter, 24 h; percent of 100 nM tunicamycin response. 360,000 tested, 0.23% active. reporter increase, % at 12.5 µM;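 active means mean luciferase reporter signal, scaled so untreated is 0 and the glycosylation-blocking control 100, at or above a set limit in every replicate; inconclusive means mean reaches the limit but not every replicate does; inactive means mean below the limit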;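 further: luciferase carries N-glycosylation sites so blocking glycosylation raises the light; 0% = median of neutral control wells and 100% = median of 100 nM tunicamycin wells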
Exocytosis inh: LAMP-1 surface exposure blockers, TALL-104 cells – cell-based, flow cytometry, MLPCN library, primary screen; TALL-104 LAMP-1 surface exposure; cells stimulated with thapsigargin and PMA; inhibition, % at 10 µM; 360,000 tested, 0.66% active; AID 651702, 2012;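 active means inhibition above about 55%, limit read from the data; inconclusive means no clear call, values can overlap the other calls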
Active calls of the source: *; ? = inconclusive; . = not tested or not shown. Not a hit list; about 4.2% have a hit in one of these screens.

Values run as follows: ABHD5-PLIN5 inh	PDI inh	H9c2 protect	CaV13 FRET inh	Exocytosis inh	Glyco luc inh	ABCB6 inh MLPCN	m5-HT2A agonist	MC4R ag barr	MC4R antagonist
Cc1cccc(NS(=O)(=O)c2ccc(C)c(C(=O)N3CCN(C(=O)c4ccco4)CC3)c2)c1
→ -5	-1	-8	-2	-7	2	98	8	0.2	18
CC(=O)N(Cc1ccccc1)Cc1cn(CCC#N)nc1-c1cccc([N+](=O)[O-])c1
→ -9	3	11	-5	-3	3	104	2	-2.0	12
COc1ccc(N)cc1NC(=O)CN1CCCC1
→ -29	-6	-1	-6	11	1	99	6	0.3	10
CNC(=O)c1c(C)nn(-c2ccc(F)c(Cl)c2)c1-c1cc(C)on1
→ 1	5	2	-20	2	4	99	9	-0.7	3
COc1cc(C2N(c3ccc(F)cc3)C(=O)C3CCCN32)cc(OC)c1OC (centres undefined)
→ 12	.	-5	-5	-2	-1	103	4	0.1	-2
COc1ccc(NC(=S)NNC(=O)Cn2nc([N+](=O)[O-])cc2C)cc1
→ -2	-1	0	-10	2	3	99	4	-0.2	-9
C=CCNC(=O)c1cc(-c2cccnc2)nc2ccccc12
→ -8	-1	5	-5	-7	2	104	9	-1.4	17
O=c1[nH]c(SCc2ccccc2Cl)nc2c1cnn2-c1ccccc1
→ -2	-4	-12	-8	5	-2	97	-4	9.3*	-9
CC(=O)N(C(C)=O)N1C(=O)/C(=C/c2ccc(Cl)cc2)SC1=S
→ -1	2	-22	.	1	3	115	4	2.9	16
C=CCNC(=S)N1CCC(Cc2ccccc2)CC1
→ 1	4	-10	.	1	-4	97	-5	-3.5	9
CC1(C)Oc2ccc(C(=O)NC3CCCC3)cc2N(CC(=O)NC2CCCC2)C1=O
→ -1	2	0	-6	7	-1	98	5	-0.7	4
O=C(NNC(=O)C1[C@H]2CCCC[C@@H]12)NC1CCCCC1 (some centres undefined)
→ 0	2	2	-18	2	1	101	-1	-0.7	1
COc1ccc2nc(NC(=O)c3sc4nc(C)cc(C)c4c3N)sc2c1
→ -5	5	-13	27	-2	-10	97	-3	0.1	7
O=C1CC(N(CCc2ccccc2)C(=S)Nc2ccccc2)C(=O)N1c1ccc(F)cc1 (centres undefined)
→ 1	4	-5	-4	6	5	93	0	0.1	5
Cn1nnc(NC(=O)/C=C/c2ccco2)n1
→ 7	1	-2	-4	1	1	102	0	0.9	8
CC(C)OC(=O)c1cccnc1N1CCN(c2cccc(Cl)c2)CC1
→ -9	1	-2	-5	-17	1	113	8	4.4	1
O=C(c1ccccc1)c1c[nH]cc1-c1ccccc1
→ -1	-1	1	-3	4	0	92	0	-3.3	8
O=C(CSc1nc2ccccc2[nH]1)Nc1nc(-c2ccccc2)c(-c2ccccc2)o1
→ 6	-6	4	-5	-9	2	97	-6	-0.5	8
CCN(CCCNC(=O)CCc1nc(-c2ccc(C)cc2)no1)c1cccc(C)c1
→ -5	3	-20	0	-4	-2	101	-2	2.4	6
Cn1ccc2c(-c3ccc(C(C)(C)C)cc3)cc3c(c21)C1CCC3O1 (centres undefined)
→ -4	.	-7	.	3	-12	104	-3	.	.
Cc1ccc(C(=O)N2CCC3(CC2)NCCc2[nH]cnc23)cc1C
→ 4	-4	0	-7	0	1	100	0	-2.2	1
CCOC(=O)C1C(C(=O)OC)=C(C(=O)OC)c2ccccc2N1S(=O)(=O)C(F)(F)F (centres undefined)
→ 13	6	8	-10	4	6	87	6	0.3	-1
CC1(C(=O)NS(=O)(=O)c2cccc(Cl)c2)CCN1C(=O)C1(c2ccc(Cl)cc2)CCC1 (centres undefined)
→ -8	-1	-1	-4	-8	0	98	6	0.7	9
COc1ccc2[nH]c3c(c2c1)CCN1C(=O)C(CC(=O)NCCCn2ccnc2)C[C@H](C(=O)N2CCCCC2)[C@@]31CCc1ccccc1 (some centres undefined)
→ 6	-7	-3	-4	2	0	104	6	-1.4	-1
O=c1[nH]nnc2c1sc1nc(N3CCOCC3)c3c(c12)CCCC3
→ -2	-3	-7	-5	9	6	94	-4	4.2	10
CCN1CCN(CCCNC(=O)C2CCCN(c3nc4c(C)cc(C)cc4s3)C2)CC1 (centres undefined)
→ 1	.	-7	-7	4	7	101	-1	-0.1	-1
COc1ccc(C2CC(c3ccccc3)Nc3nc(NC(=O)c4cccs4)nn32)cc1 (centres undefined)
→ 10	-2	-10	.	3	0	108	-1	-0.2	4
O=C(Nc1cccc2ccccc12)N1CCN(c2ccccc2)CC1
→ 5	-3	5	-8	-4	1	98	0	1.5	3
CCOC(=O)C[C@H]1c2cc(F)ccc2S(=O)(=O)N1C1CCCCC1
→ -8	1	0	-5	-4	0	97	1	-1.2	-5
CCOC(=O)c1ccccc1NC(=O)COC(=O)CCNS(=O)(=O)c1cccs1
→ 2	-18	7	-12	2	1	98	4	-0.9	12
CCOC(=O)CNC(=O)N1CCCC(C(=O)c2ccc3c(c2)OCO3)C1 (centres undefined)
→ 1	-11	2	-17	4	-1	106	-2	-1.2	9
CCCCCC(=O)NC(=S)Nc1ccc(N2CCCCC2)c(Cl)c1
→ 0	-5	-4	-3	0	-1	94	1	0.2	-3
Cc1nc([N+](=O)[O-])cn1CC(O)c1ccc(F)cc1 (centres undefined)
→ 2	2	-2	-19	-3	2	95	2	-0.4	-1
O=C(Cn1c(=S)[nH]c2ccccc2c1=O)N1CCN(c2ccc(F)cc2)CC1
→ -6	1	-2	-2	-3	0	94	-2	-3.3	2
CCOC(=O)c1cnn(-c2nc(SC)nc3sc4c(c23)CCCC4)c1N
→ -12	-5	-10	-8	5	-1	99	5	-3.4	4
CSc1ccc(NC(=O)NCc2cccnc2)cc1
→ -7	-1	1	-17	-4	0	98	-9	-0.5	-1
CC(C)c1cccc(C(C)C)c1Nc1cn[nH]c1
→ -7	.	-3	-8	-3	0	99	9	.	.
CC(Sc1nnc(-c2cccnc2)o1)C(=O)NC1CCCC1 (centres undefined)
→ -6	-1	0	-6	27	-1	100	-4	-0.8	6
CCCCNC(=O)CCC(=O)Nc1ccc2nc(N3CCC(C)CC3)cc(C)c2c1
→ -3	2	-8	-2	-3	-4	101	-3	-0.8	-6
COc1ccc(CCN2CC(C(=O)NCc3cc(C)on3)CCC2=O)cc1 (centres undefined)
→ -6	3	0	-5	-3	1	101	0	-2.3	11
CC[C@@]1(C(=O)OC)N[C@H](CN(C)C(=O)c2ccc(F)cc2)[C@@H]2C(=O)N(Cc3ccccc3)C(=O)[C@@H]21
→ -2	1	12	.	-4	1	100	-2	3.0	-5
Cc1cccc(OCC(=O)Nc2ccc3c(c2)nc(CCN2CCN(c4ccccn4)CC2)n3C)c1
→ 6	-81	-3	-12	1	-5	97	-5	-1.5	-1
CCCN(Cc1cc2cc(C)ccc2[nH]c1=O)C(=O)c1ccccn1
→ 2	-2	-3	-1	3	1	94	2	-1.7	2
CC1(C(=O)NS(=O)(=O)c2cccc(Cl)c2)CCN1C(=O)c1ccccc1 (centres undefined)
→ 2	-11	-4	-13	-5	1	96	8	-0.6	0
CC12CCCC(CC(=O)O)(C1)NC(=O)C2 (centres undefined)
→ 12	7	-2	-5	-4	0	102	12	-1.0	5
CC/C(C)=N/Nc1nc2c(c(=O)[nH]c(=O)n2C)n1Cc1ccccc1
→ -1	-3	4	-4	14	2	93	-3	-1.7	-8
COc1ccc(C(=O)NNC(=O)CSc2nnc(COc3ccccc3)n2C)cc1
→ 8	-2	3	-6	-2	0	96	-3	0.5	7
CCCC(=O)OCC(=O)Nc1ccc2[nH]c(=O)[nH]c2c1
→ 4	-3	1	-4	-1	1	97	-5	-1.0	18
Cc1oc(-c2ccccc2Cl)nc1CS(=O)(=O)CC(=O)NC(C)c1ccccc1 (centres undefined)
→ -10	.	-7	-7	5	0	?	-6	-0.7	4
O=C(Cn1cnc2c(NCc3ccccc3)ncnc21)NCCCc1ccccc1
→ -2	-5	-17	-7	-10	-1	103	0	-2.0	-1
COc1ccc(S(=O)(=O)N(CC(=O)NC2CC2)c2ccc(C)cc2)cc1
→ -3	5	2	-4	4	-2	94	2	0.2	13
COc1ccc(C2=NN(C(=O)c3ccco3)C(c3ccco3)C2)cc1OC (centres undefined)
→ -5	1	6	-7	2	3	82	13	1.7	-3
CCc1ccc(C(CC(=O)O)N2Cc3ccccc3C2=O)cc1 (centres undefined)
→ 10	11	-2	-14	-7	1	98	4	-0.1	3
O=C(COc1ccc(Nc2ccccc2)cc1)Nc1ccncc1
→ -12	-11	-23	-2	6	0	93	-3	-1.1	-5
O=C(NCc1ccccc1)c1cccc(COc2cccc(Cl)c2)c1
→ -7	7	-18	-5	0	-3	94	-8	-1.5	-1
CCCCSC(=O)Nc1ccccc1
→ -9	-14	2	-4	2	3	89	-3	-0.3	2
CCOC(=O)Cn1cc(C#N)c(=O)[nH]c1=O
→ 2	21	-5	-2	0	1	97	3	0.7	-3
C/C(Cn1nc([N+](=O)[O-])cc1C)=N\NC(=O)c1ccc(C(C)(C)C)cc1
→ 19	-6	1	-6	-4	0	99	0	1.3	2
COc1ccc(/C=C2/SC(=S)N(CC(=O)O)C2=O)cc1OCc1ccc(Cl)cc1
→ -8	-6	-2	-20	-2	3	102	-2	-0.7	8
CNC(=O)Nc1cc(NC(=O)NC)cc(C(F)(F)F)c1
→ 6	16	-1	-17	2	1	95	2	0.4	-3
CCOc1ccc(CCN2C(=S)N([C@@H](CC(C)C)CN3CCCC3CN3C(=S)NC[C@@H]3Cc3ccccc3)C[C@@H]2CC(C)C)cc1 (some centres undefined)
→ -6	.	.	-4	17	.	96	-3	.	.
O=S(=O)(Cc1ccccc1)N1CCN(Cc2c(F)cccc2Cl)CC1
→ -2	-9	-2	-4	6	2	98	3	0.2	16
Cc1nnc(Nc2ccc(Cl)c(C(F)(F)F)c2)[nH]c1=O
→ 1	-3	-6	-7	-1	0	96	-2	-0.4	12

High-throughput results as filed in PubChem.
